All columns: NCI-60 one-dose screen, growth in % after 48 h at 10 µM unless noted; 100 = growth as untreated, 0 = no growth, -100 = all killed.
MDA-MB-468: MDA-MB-468 breast cancer; AID 2202374; actives 8.5% (n = 78,000)
SR: SR leukemia cells. actives 8.7% (n = 73,000). AID 1794780
MCF7: MCF7 breast cancer; actives 6.3% (n = 82,000); AID 1794796
MDA-MB-231: MDA-MB-231 breast cancer; actives 5% (n = 81,000)
RPMI-8226: RPMI-8226 leukemia cells; actives 7.5% (n = 77,000); AID 1794781
K-562: K-562 leukemia; actives 7.4% (n = 78,000); AID 1794777
MOLT-4: MOLT-4 leukemia cells | actives 6.9% (n = 80,000)
MDA-MB-435: MDA-MB-435 melanoma; actives 7.8% (n = 82,000); AID 1794794
Active calls of the source: *; / = not tested or not shown; & = joins results of further samples. Rule for the calls: active = growth percent below 10; inactive = the rest. Some of the compounds tested. The share of hits here may be higher or lower than overall.

mol,MCF7,MDA-MB-435,MDA-MB-468,MDA-MB-231,RPMI-8226,SR,K-562,MOLT-4
COc1cc(/C=C\c2cc(OC)c(OC)c(OC)c2)cc(N/C=C\C(=O)c2ccc(OC(F)(F)F)cc2)c1OC,17,-42*,27,-17*,12,4.8*,4.7*,35
c1cc(OCCN2CC2)ccn1,102,109,116,110,101,96,95,90
CC(C)NC(C)Cc1ccccc1 (stereo not given),99,112,106,103,94,97,98,98
CCOc1ccc(/C=C/[N+](=O)[O-])cc1,29,20,35,93,-36*,68,69,118
O=C(CBr)c1ccc(Br)cc1,93,114,117,115,145,104,104,99
Cc1ccc2c(c1)Oc1ccccc1N=C2,94,104,99,111,106,94,92,94
CCOC(=O)C(C)Br (stereo not given),98,112,107,108,109,101,99,101
CC[C@H](C)[C@H](NC(=O)c1cnccn1)C(=O)N(C)[C@H](C[C@@H](OC(C)=O)c1nc(C(=O)N[C@@H](Cc2ccccc2)C[C@H](C)C(=O)OC)cs1)C(C)C,15,-38*,31,-4.7*,22,16,5.1*,18
C[N+]1(CC#CC[N+]2(C)CCCC2)CCCC1,95,104,99,102,109,97,106,103
O=C(NCCN1CC1)c1cccc2nc3c(C(=O)NCCN4CC4)cccc3nc12,62,101,103,102,104,31,88,50
CN[C@@]1(c2ccccc2Cl)CCCC[C@H]1NCc1ccccc1,108,97,85,89,92,85,93,98
CCCCCCCN(CCCl)C1c2ccccc2-c2ccccc21,42,81,45,86,54,59,40,68
COP(=O)(OC)C(O)c1ccccc1Cl (stereo not given),89,110,/,111,97,107,102,106
CC[C@@H](C)[C@@H]1NC(=O)C(NC(=O)C(CC(C)C)N(C)C(=O)C2CCCN2C(=O)C(C)O)C(C)OC(=O)C(Cc2ccc(OC)cc2)N(C)C(=O)C2CCCN2C(=O)C(CC(C)C)NC(=O)C(C)C(=O)C(C(C)C)OC(=O)C[C@H]1O (stereo not given in full),-28*,-92*,/,-56*,-28*,1.5*,-27*,-16*
CC1CC2(CO)C(CCC3C4CCC(O)C4(C)CCC32)CC1=O (stereo not given),104,96,109,117,96,/,99,93
CCn1cc([N+](=O)[O-])cc1[N+](=O)[O-],87,90,107,103,101,102,100,98
COc1cc2nc(Sc3nnc(N)s3)n(-c3ccc(Cl)cc3)c(=O)c2cc1OC,93,94,95,108,91,86,85,90
CN1CCCC1c1ccc(=O)[nH]c1 (stereo not given),104,109,108,107,99,88,93,76
O=C1C(Br)C2CCC1C2C(=O)O (stereo not given),100,/,102,115,109,90,108,86
O=C(NCCNC(=O)c1ccc([As](O)O)cc1)c1ccc([As](O)O)cc1,100,104,82,106,114,101,116,109
O=C(O)C1CC2CC1C1C2C2(Cl)C(Cl)=C(Cl)C1(Cl)C2(Cl)Cl (stereo not given),84,99,100&120,101&93,84,96&93,87&104,79&80
COC(=O)/C(=C(/C)c1ccco1)P(=O)(OC)OC,102,105,95,100,95,94,104,100
CC[C@]12C=CCN3CC[C@@]4(c5ccc(OC)cc5N(C)[C@H]4[C@@](O)(C(=O)OC)[C@@H]1OC(=O)CCCC[P+](c1ccc(OC)cc1)(c1ccc(OC)cc1)c1ccc(OC)cc1)[C@@H]32,-83*,-89*,-93*,-97*,-69*,23,1.0*,-26*
CCCN(N=O)C(=O)OCC,104,107,95,112,104,104,107,107
O=C(N/N=C\c1ccc(N(CCCl)CCCl)cc1)c1cccnc1,50,100,19,103,70,12,83,55

mol,MCF7,MDA-MB-435,MDA-MB-468,MDA-MB-231,RPMI-8226,SR,K-562,MOLT-4
CC(C)(C)N1CC1C#N (stereo not given),100,108,97,96,99,98,99,98
COC(=O)CCNCCCCCCN1CC1,101,103,112,110,106,106,117,96
Nc1cc(N)nc(N)n1,92,102,100,103,108,88,99,85
CC[C@@H](C)C(=O)O[C@H]1[C@H](O)[C@H]2[C@@H](CN3C[C@@H](C)CC[C@H]3[C@@]2(C)O)[C@@H]2C[C@]34O[C@]5(O)[C@@H](OC(=O)[C@@](C)(O)CC)CC[C@@]3(C)[C@@H]5[C@@H](OC(C)=O)[C@@H](OC(C)=O)[C@H]4[C@@]21O,98,115,91,94,94,100,84,87
O=c1oc2ccccc2c(O)c1Cc1c(O)c2ccccc2oc1=O,98&104&101,94,101&115&91,101&114&86,103&108&96,122&116&99,111&105&93,116&117&103
CN1CC2CC(C1)c1cccc(=O)n1C2 (stereo not given),102,104,102,109,105,117,103,96
Cc1ccc(/C=C/C(=O)O)cc1-c1cc2c(cc1C)C(C)(C)CCC2(C)C,63,83,99,91,68,86,82,87
O=C(O)c1[nH]c(=O)[nH]c(=O)c1F,109,75,107,108,74,92,107,50
CC(=O)O[C@@H]1CC[C@]2(C)[C@H]3CC[C@]4(C)[C@@H](OC(C)=O)CC[C@H]4[C@@H]3C[C@@H]3SC(c4cccc(C)c4)N[C@@]32C1 (stereo not given in full),96,101,104,106,110,77,85,88
NNC(=O)c1cccnc1,95&97,104&104,101&113,107&100,101&107,94&97,86&99,95
Cc1ccc(-c2nc3c(s2)CC[C@@]2(C)C3=CC[C@@H]3[C@@H]2CC[C@]2(C)C(=O)CC[C@@H]32)cc1,94,105,96,109,102,87,101,72
C=CCNP(=O)(OCC)OCC,103,99,101,99,105,81,120,109
CN1C2CCC1CC(OC(=O)c1ccccc1)C2 (stereo not given),90,111,/,108,66,103,110,105
O=C1NC(=S)NC(=O)C1=Cc1cccnc1,92,117,104,118,107,/,119,/
Fc1ccc(C2=CCNCC2)cc1,94,102,/,81,122,114,108,106
O=c1[nH]cnc2nc(-c3ccc(N(CCCl)CCCl)cc3)[nH]c12,59,46,94,59,/,84,18,77
CC1CCCN1CCC(C(N)=O)(c1ccccc1)c1ccccc1 (stereo not given),96,111,103,96,95,100,107,90
Oc1ccc2c3c1O[C@H]1[C@@H](O)C=CC4(O)C(C2)N(CC2CC2)CCC314 (stereo not given in full),90,100,102,109,94,100,/,108
COc1ncnc2c(CN3CCN(C)CC3)c[nH]c12,101,90,114,111,101,101,103,98
CCOc1ccc(C=C(C#N)C#N)cc1OCC,91,108,108,/,121,92,102,100
CC1CN1P(=O)(Oc1ccccc1)N1CC1C (stereo not given),98,112,103,105,/,92,103,97
CN(/C=C1/C[C@@]2(C)[C@@H](CC[C@@H]3[C@@H]2CC[C@@]2(C)[C@H]3CC[C@]2(C)O)CC1=O)c1ccccc1,96,103,113,105,104,81,112,92
Cc1ccc(-c2c[se]c(Nc3ccccc3)n2)cc1,76,100,81,70,88,88,90,72
CC1Cc2cc3c(cc2CN1)OCO3 (stereo not given),95,99,104,105,109,84,94,86
Nc1nc(N)n2c(N)nnc2n1,99,111,95,94,/,80,86,89

mol,MCF7,MDA-MB-435,MDA-MB-468,MDA-MB-231,RPMI-8226,SR,K-562,MOLT-4
COc1cc(C2c3ccc4ccccc4c3Oc3nc(N)c(C#N)c(N)c32)cc(OC)c1OC (stereo not given),81,85,85,75,81,71,97,77
C(=NC1CCCCC1)c1c[nH]c2ccccc12,105,98,115,98,/,109,111,119
Cc1cccc(OP(=O)(Oc2cccc(C)c2C)Oc2cccc(C)c2C)c1C,93,99,100,107,95,83,/,88
CC1C(C)N1C1=C(Cl)C(=O)c2ccccc2C1=O (stereo not given),68,106,90,108,84,91,84,88
CCC(=O)c1ccc(OC)c(OC)c1,99,105,104,98,106,107,106,97
COc1ccc(OC)c(/C=C/C(=O)c2nc3ccccc3n2Cc2ccc(F)cc2)c1,3.0*,-47*,-57*,/,-37*,-8.5*,0.9*,-6.1*
CC(C)(CCO[N+](=O)[O-])C(=O)O,102,113,104,100,100,95,97,100
ClCc1ccc(Cl)c(Cl)c1,97,106,91,108,109,101,107,105
Clc1nc(Cl)nc(Nc2ccccc2Cl)n1,93,112,/,108,110,126,123,155
ClCCN(CCCl)c1nc(Cl)c(C2CC(c3ccc(Br)cc3)=NN2c2cc(Cl)cc(Cl)c2)s1 (stereo not given),91,102,110,115,/,97,91,99
COc1ccc2c(c1)c(-c1nc(-c3c[nH]c4ncccc34)cs1)cn2CCN1CCOCC1,5.1*,73,0.3*,51,22,46,38,46
CCCCOCCOC(=O)CCN1CC1,98,98,117,112,98,101,101,99
CC(C)c1ccc(OC(=O)N(C)C)cc1,107,109,97,114,105,107,98,109
c1ccc(CCN2CCCCC2)nc1,97,100,107,98,94,/,98,93
CCN1CCN(c2ccccc2)CC1,103,111,91,105,109,/,107,111
COc1ccc(C2CC(=O)Nc3nc(N)[se]c32)cc1 (stereo not given),89,111,84,95,105,91,99,93
O=C1NC(=O)C(=CCc2ccccc2)C(=O)N1,95,102,111,100,99,105,109,96
NP(=O)(Oc1c2occc2cc2ccc(=O)oc12)N(CCCl)CCCl (stereo not given),80,106,/,95,101,75,90,85
O=S(=O)(F)c1ccc(N=C=S)cc1,91,94,92,107,95,90,102,97
CC[C@H](C)[C@H](NC(=O)[C@H]1CCCCN1C)C(=O)N(C)[C@H](C(=O)NC12CC(C(=O)N[C@@H](Cc3ccccc3)C[C@H](C)C(=O)OC)(C1)C2)C(C)C,96,108,116,110,108,114,98,104
O=[N+]([O-])c1ccc(O)c([N+](=O)[O-])c1,99&91,98&108,91&112,110&108,95&106,94&103,113&94,103&97
c1ccc(Nc2nc(-c3ccccc3)c[se]2)cc1,61,104,50,64,87,80,80,76
C/C1=C/C(=O)O[C@@H]2C[C@@H](CC[C@H](C)/C=C\C=C\CC1)O[C@@](OCCc1ccccc1)([C@@H]1CSC(=O)N1)C2,/,17,12,12,47,41,36,61
Cc1cc2c(cc1-c1ccnc(/C=C/C(=O)O)c1)C(C)(C)CCC2(C)C,56,92,97,76,41,78,86,92
O=C(C(=O)N1CCCC1)c1cn(Cc2ccc(Cn3cc(C(=O)C(=O)N4CCCC4)c4ccccc43)cc2)c2ccccc12,71,81,76,69,60,57,75,64

One compound at a time, as listed above. Screens in order: MCF7 | MDA-MB-435 | MDA-MB-468 | MDA-MB-231 | RPMI-8226 | SR | K-562 | MOLT-4
Results for COc1ccc(C2CC(=O)Nc3nc(N)[se]c32)cc1 (stereo not given) → 89 | 111 | 84 | 95 | 105 | 91 | 99 | 93
Results for CC[C@@H](C)C(=O)O[C@H]1[C@H](O)[C@H]2[C@@H](CN3C[C@@H](C)CC[C@H]3[C@@]2(C)O)[C@@H]2C[C@]34O[C@]5(O)[C@@H](OC(=O)[C@@](C)(O)CC)CC[C@@]3(C)[C@@H]5[C@@H](OC(C)=O)[C@@H](OC(C)=O)[C@H]4[C@@]21O → 98 | 115 | 91 | 94 | 94 | 100 | 84 | 87
Results for O=C(C(=O)N1CCCC1)c1cn(Cc2ccc(Cn3cc(C(=O)C(=O)N4CCCC4)c4ccccc43)cc2)c2ccccc12 → 71 | 81 | 76 | 69 | 60 | 57 | 75 | 64
Results for CC1C(C)N1C1=C(Cl)C(=O)c2ccccc2C1=O (stereo not given) → 68 | 106 | 90 | 108 | 84 | 91 | 84 | 88
Results for CCn1cc([N+](=O)[O-])cc1[N+](=O)[O-] → 87 | 90 | 107 | 103 | 101 | 102 | 100 | 98

An excerpt of these results, with each value named:
CCOc1ccc(C=C(C#N)C#N)cc1OCC
  MCF7: 91; MDA-MB-435: 108; MDA-MB-468: 108; MDA-MB-231: /; RPMI-8226: 121; SR: 92; K-562: 102; MOLT-4: 100

CC1C(C)N1C1=C(Cl)C(=O)c2ccccc2C1=O (stereo not given)
  MCF7: 68; MDA-MB-435: 106; MDA-MB-468: 90; MDA-MB-231: 108; RPMI-8226: 84; SR: 91; K-562: 84; MOLT-4: 88

Carrying on.
mol,MCF7,MDA-MB-435,MDA-MB-468,MDA-MB-231,RPMI-8226,SR,K-562,MOLT-4
COc1nc2ccccc2nc1N1CC1,88,99,102,94,95,101,85,82
COc1ccc(C(c2ccc(OC)cc2)C(Cl)(Cl)Cl)cc1,93,72,18,93,72,72,66,86
CC1([N+](=O)[O-])COP(=O)(NC2CCCC2)OC1 (stereo not given),91&94,103,109&88,101&128,104&98,111&92,108&104,104&103
c1ccc(CCN2CCCCC2)cc1,105,98,96,111,79,99,113,113
CCCN1C2CC[C@@H]1c1c(nc(OC)c(C#N)c1-c1ccc(Cl)cc1)/C2=C/c1ccc(Cl)cc1,72,96,65,94,23,/,71,76
ClCCN(CCCl)c1ccc(C=NCCc2c[nH]c3ccccc23)cc1,56,110,-17*,99,86,32,82,63
Cc1ccccc1N1CCN(CCC#N)CC1,54,104,124,100,109,111,111,107
CCN(CCCl)Cc1c2ccccc2cc2ccccc12,94,107,89,85,95,98,94,102
CCCCCCCC[N+]1(C)CCCC1c1cccnc1 (stereo not given),90,95,50,92,71,89,84,86
C[C@@H]1C/C=C\C(=O)O[C@H](/C=C/C#C/C=C/C(C)(C)[C@@H](O)c2cccc(O)c2Br)[C@@H](C)/C=C/[C@H](C)C[C@H](OC(N)=O)C1,19,19,34,2.1*,11,5.5*,6.8*,20
CCOC(=O)C(NC(=O)C(Cc1ccc(N(CCCl)CCCl)cc1)NC(C)=O)C(C)C (stereo not given),62,101,92,97,85,28,86,57
Oc1ccc(Cl)cc1,98&107,104&106,100,105&112,92&100,89&110,111&101,94&104
c1ccc2c(c1)-c1ccccc1C1NC21 (stereo not given),55,82,81,64,62,84,97,76
Nc1ncn[nH]1,95&110,108&89,100,128&106,94&114,111,101&96,96&99
O=C(O)c1c(Cl)c(Cl)c(Cl)c(Cl)c1C(=O)O,103,117,98,116,114,124,93,94
CC(=O)C(CN1CCCCC1)C(c1ccccc1)c1c(O)c2ccccc2oc1=O (stereo not given),100,104,109,103,102,/,100,100
CN(C)P(=O)(N(C)C)N1CC1,101,99,98,99,/,102,103,97
Cc1ccc(N)c(N)c1,95,111,117,90,79,78,98,79
Fc1cccc(NCOOC2(OOCNc3cccc(F)c3)CCCCC2)c1,89,101,/,103,100,31,41,98
O=C(CCc1ccco1)NC1CCN(CC2(c3ccc(Cl)cc3)CCC2)CC1,2.9*,4.3*,-11*,-6.2*,-5.1*,-25*,3.2*,-12*
COc1ccc(O)c(CNC(=O)CN2CCCC2=O)c1,102,101,108,97,99,99,99,101

Compound activity deposited in PubChem BioAssay by NCI.
